KCNK3 block = human KCNK3 channel inhibition, primary screen; O14649; CHO-KCNK3 thallium flux, FluxOR fluorescence; stronger effect = lower value; B-score at 10 µM; 0.84% of 340,000 active; AID 602410;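 active = B-score under library mean minus 4 SD, starting fluorescence ratio at most library mean plus 5 SD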;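 also: more negative B-score means stronger inhibition of thallium flux through KCNK3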
TRPC4 act = activators of mouse TRPC4 channel; Q9QUQ5; HEK293 TRPC4beta/mu-opioid, Fluo4 calcium fluorescence; stronger effect = higher value; B-score at 10 µM; 0.49% of 310,000 active; AID 2237;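 active = B-score above 5 SD of library B-scores, and initial fluorescence ratio not above library mean plus 5 SD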;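 also: positive B-score marks a calcium rise read as TRPC4 activation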
Target sequence (Q9QUQ5 whole entry, looked up): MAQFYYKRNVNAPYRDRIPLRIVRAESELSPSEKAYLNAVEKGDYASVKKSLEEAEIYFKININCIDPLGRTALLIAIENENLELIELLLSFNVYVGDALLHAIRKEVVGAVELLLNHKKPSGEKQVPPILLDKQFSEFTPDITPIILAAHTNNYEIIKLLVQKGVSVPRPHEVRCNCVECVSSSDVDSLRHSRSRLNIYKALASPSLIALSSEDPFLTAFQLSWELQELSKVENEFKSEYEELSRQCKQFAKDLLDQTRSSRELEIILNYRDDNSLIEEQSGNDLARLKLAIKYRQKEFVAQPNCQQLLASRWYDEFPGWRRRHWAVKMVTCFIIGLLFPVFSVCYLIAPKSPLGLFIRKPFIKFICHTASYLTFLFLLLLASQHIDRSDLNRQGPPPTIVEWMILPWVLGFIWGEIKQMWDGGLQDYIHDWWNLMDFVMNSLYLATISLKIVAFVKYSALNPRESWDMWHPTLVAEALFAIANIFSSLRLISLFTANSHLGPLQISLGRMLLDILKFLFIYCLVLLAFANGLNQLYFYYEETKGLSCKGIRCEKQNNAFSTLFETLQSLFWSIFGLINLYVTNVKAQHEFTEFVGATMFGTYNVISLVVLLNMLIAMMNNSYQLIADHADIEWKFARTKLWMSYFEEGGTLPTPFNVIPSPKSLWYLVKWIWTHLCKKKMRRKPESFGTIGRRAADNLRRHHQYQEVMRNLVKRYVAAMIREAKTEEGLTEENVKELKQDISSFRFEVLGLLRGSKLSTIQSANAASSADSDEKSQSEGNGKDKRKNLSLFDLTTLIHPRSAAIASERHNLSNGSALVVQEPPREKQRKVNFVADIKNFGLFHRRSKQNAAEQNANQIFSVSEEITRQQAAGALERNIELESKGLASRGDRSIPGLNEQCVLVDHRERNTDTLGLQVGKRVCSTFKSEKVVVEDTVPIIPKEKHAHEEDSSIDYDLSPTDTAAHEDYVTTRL
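Technique: kinetic Fluo4 calcium fluorescence; Test system: TRPC4beta and mu-opioid receptor HEK293 stable cells; Measure: B-scored integrated calcium fluorescence ratio; Benchmarks: low control buffer alone, high control maximal DAMGO; Schedule: 45 min room-temperature Fluo4 loading, 110 s read.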
TRPC4 inh = inhibitors of mouse TRPC4 channel. Q9QUQ5. HEK293 TRPC4beta/mu-opioid, DAMGO-evoked Fluo4 calcium flux; stronger effect = lower value. B-score at 10 µM. 0.39% of 300,000 active. AID 2247;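 active = B-score over 3 SD under the library average, no early fluorescence shift, positive overall ratio signal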
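Assay system: TRPC4beta/mu-opioid receptor HEK293 cell line; compound dosing: single concentration per test compound; detection: Fluo4 Ca2+ flux fluorescence; evaluation: per-well B score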
KCNQ1 inh = inhibitors of human KCNQ1 potassium channel; CHO-K1 KCNQ1, FluxOR thallium flux fluorescence; stronger effect = higher value; B-score at 10 µM; 1.3% of 310,000 active; AID 2642;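 active = compounds whose thallium flux B-score, printed positive for inhibition, exceeds three library SD while starting fluorescence stays within three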;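 also: channel opened by potassium depolarization with thallium stimulus after 20 min compound exposure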
hERG protect = shields human hERG channel from block by proarrhythmic agents; Q12809; CHO-hERG, FluxOR thallium flux, dofetilide IC70 present; activation (rescue from dofetilide block), less the hit threshold, % at 10 µM; 0.51% of 310,000 active; AID 1511;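 active = activation above the mean of controls blocked by dofetilide plus 5 SD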;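 also: thallium influx through hERG after potassium depolarization seen as dye fluorescence rise; in these data hits start at about 4.7%; inactives centre near -7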
PolyA inh = blocks polyadenylation in yeast reporter cells | 0.02% of 300,000 active | calls only at 12 µM | S. cerevisiae SKY197-pL101 polyadenylation reporter, beta-gal luminescence; efflux-impaired pdr1/pdr3 knockout yeast; score 100 = 6 SD above DMSO;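 active = lowest replicate activity score at least 50, where 100 means six control SD above control mean; inconclusive = lowest score under 50 but half or more replicates reach 50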;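 also: yeast exposed to compound for 9 h at 30 °C; higher score means more reporter readthrough which indicates perturbed polyadenylation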
KCNQ1 pot = potentiates or activates the human KCNQ1 potassium channel | P51787 | CHO-K1 KCNQ1, thallium flux FluxOR fluorescence; stronger effect = higher value | B-score at 10 µM | 0.35% of 310,000 active | AID 2648;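 active = fluorescence ratio B-score, a plate-corrected score, at least three library SD, with initial intensity B-score within 5 SD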
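assay system = CHO-K1 cells stably expressing KCNQ1 | medium = assay buffer, equal DMSO in all wells | timing = 37 °C overnight plating, 90-min dark dye load, 20-min compound pretreatment | measured by = kinetic FluxOR thallium fluorescence, 10-s 1-Hz baseline, 110-s post-stimulus read | measure = fluorescence change relative to baseline, converted to B score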
Platelet DG rel = modulates dense granule release in human platelets | human platelet-rich plasma, SFLLRN dense granule ATP release, luminescence | inhibition, %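 (compounds screened at 7.5 µM in platelet-rich plasma)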 | 0.22% of 300,000 active | AID 1663;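 active = mean replicate score, as percent of positive control, at or above 50; inconclusive = mean below 50 but at least one replicate at or above 50; inactive = mean and every replicate below 50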
Dyrk1A ADPGlo = blocks rat Dyrk1A kinase activity. Q63470. ADP-Glo luminescence, NFATc1 peptide. inhibition, % at 12.5 µM. 0.43% of 310,000 active. AID 504441; in the data active = inhibition above about 50%;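 also: plate controls were vehicle with enzyme for no effect and no enzyme for full effect; many of its hits are not listed in these tables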
TRPC4 PAM = allosterically enhances the mouse TRPC4 cation channel; HEK293 TRPC4beta/mu-opioid, DAMGO EC20, Fluo-4 Ca2+ flux; stronger effect = higher value; 0.42% of 310,000 active; AID 2227; B-score at 10 µM;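 active = B-score of calcium response area above 5 SD of library B-scores, with initial fluorescence ratio within 5 SD of library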;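 also: B-score of integrated fluorescence ratio over time as area under calcium response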
KCNK9 block = blocks the human KCNK9 two-pore domain potassium channel | Q9NPC2 | HEK293 KCNK9, FluxOR thallium flux fluorescence; stronger effect = lower value | B-score at 10 µM | 1.2% of 310,000 active | AID 488922;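 active = ratio B-score over 3 SD below the library mean, with starting fluorescence within 5 SD of its mean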;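 also: negative B-score means less thallium flux so channel inhibition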
* hit, by the source's call; i = inactive; ? = inconclusive; nt = not tested or not shown.

SMILES | KCNK3 block | TRPC4 act | TRPC4 inh | KCNQ1 inh | hERG protect | PolyA inh | KCNQ1 pot | Platelet DG rel | Dyrk1A ADPGlo | TRPC4 PAM | KCNK9 block
C=CCn1c(SCCC(=O)O)nnc1-c1cccs1 | i | i | i | i | -5 | i | i | 2 | -7 | i | i
COc1cc(/C=C/C(=O)OCC(=O)Nc2ccc(S(N)(=O)=O)cc2)ccc1O | i | i | i | i | -7 | i | i | 2 | 2 | i | i
COc1cc(/C=N/NC(=O)Cn2cnc3c2c(=O)n(C)c(=O)n3C)ccc1O | i | i | i | i | -1 | i | i | 3 | -5 | i | i
CCN(c1ccc(OCC(=O)OCC(=O)c2c(N)n(C)c(=O)n(C)c2=O)cc1)S(=O)(=O)c1ccccc1 | i | i | i | i | -13 | i | i | -3 | -3 | i | i
CCc1ccc(NC(=O)Cn2nnc(C(=O)NCc3ccco3)c2N)cc1 | i | i | i | i | -2 | i | i | 5 | 1 | i | i
CCCc1cc(-c2n[nH]c(C(=O)OCC)c2-c2cscn2)c(O)cc1O | i | i | i | i | -16 | i | i | 0 | 6 | i | i
Cc1ccc(S(=O)(=O)C2(C(=O)NC3CCCCC3)CC2)cc1 | i | i | i | i | -6 | i | i | -2 | -6 | i | i
Cc1ccc(OCC(=O)NCCCNC(=O)c2cnccn2)cc1C | i | i | i | i | -6 | i | i | -15 | 11 | i | i
CCOc1ccc(CNc2ccc(N3CCCC3)cc2)cc1 | i | i | i | i | -3 | i | i | -9 | 2 | i | i
CCC(CC)c1nnc(NC(=O)c2ccc([N+](=O)[O-])cc2)s1 | i | i | i | i | -5 | i | i | 1 | 4 | i | i
CC1CCN(Cc2cc(=O)oc3ccc(C(C)C)cc23)CC1 | i | i | i | i | -5 | i | i | 0 | 8 | i | i
Cc1noc(-c2ccc(C(F)(F)F)cc2)c1NC(=O)Nc1ccc(Cl)cc1 | i | i | i | i | -12 | i | i | -10 | nt | i | i
CC(=O)C1C(=O)CC(c2ccc(Cl)cc2)CC1=O (configuration not stated) | i | i | i | i | -7 | i | i | 3 | -2 | i | i
N#Cc1ccccc1NC(=O)c1ccccc1OCC(=O)Nc1ccc2c(c1)oc1ccccc12 | i | i | i | i | -13 | i | i | -8 | nt | i | i
CCCc1cc(O)c2c(C)cc(=O)oc2c1 | i | i | i | i | -10 | i | i | 6 | 20 | i | i
COCCn1c(SCC(=O)c2ccc(Cl)cc2)nnc1C(C)C | i | i | i | i | -9 | i | i | 0 | 21 | i | i
CC(=O)NC(CCS(C)(=O)=O)C(=O)Nc1cc(C)ccc1C (configuration not stated) | i | i | i | i | -8 | i | i | 1 | -3 | i | i
CC(C)N(C(=O)COC(=O)[C@H](C)NC(=O)c1ccco1)c1ccccc1 | i | i | i | i | -11 | i | i | -5 | 1 | i | i
Cc1cc(C)c2nc(SCC(=O)NCCN3C(=O)CSC3=O)cc(C)c2c1 | i | i | i | i | -13 | i | i | -1 | -4 | i | i
CC1(CC(=O)N/N=C/c2cc([N+](=O)[O-])c(O)cc2O)OCCO1 | i | i | i | i | -9 | i | i | 11 | -4 | i | i
CCOC(=O)C(Sc1cc(-c2ccccc2)nc2ncnn12)C(C)=O (configuration not stated) | i | i | i | i | -11 | i | i | 0 | nt | i | i
Cc1cccc(-n2c(N)cc(=O)nc2SCC(=O)Nc2cc(C)on2)c1 | i | i | i | i | -8 | i | i | -3 | 9 | i | i
CCSc1ccccc1C(=O)NCc1cccnc1 | i | i | i | i | -12 | i | i | -6 | -1 | i | i
CNCCC=C1c2ccccc2CCc2ccccc21 | i | i | i | i | -5 | i | i | -4 | 4 | i | i
CCc1c(C)nc2ncnn2c1Nc1ccc(C)cc1 | i | i | i | i | -7 | i | i | -1 | 3 | i | i
Cc1nc2c(n1C1CCCCC1)C(=O)c1ccccc1C2=O | i | i | i | i | -12 | i | i | 5 | -6 | i | i
CCOc1ccc(C/C(N)=N/n2cnnc2)cc1 | i | i | i | i | -3 | i | i | 20 | -2 | i | i
O=C(CN(CCO)c1ccccc1)NC12CC3CC(CC(C3)C1)C2 | i | i | i | i | -8 | i | i | 0 | 5 | i | i
CC(=O)c1c(C)[nH]c(C(=O)OC(C)C(=O)Nc2cc(S(=O)(=O)N3CCCCC3)ccc2Cl)c1C (configuration not stated) | i | i | i | i | -4 | i | i | -19 | 8 | i | i
CC(C)CCN=CC1=C(O)CC(c2ccccc2)CC1=O (configuration not stated) | i | i | i | i | -3 | i | i | -10 | 2 | i | i
CN1CCCC1CCNS(=O)(=O)c1ccc(Br)cc1 (configuration not stated) | i | i | i | i | -3 | i | i | 3 | 5 | i | i
CN(C)CCNC(=O)C(=O)C1C(=O)Nc2ccccc21 (configuration not stated) | nt | i | i | i | -10 | i | i | 2 | nt | i | i
C=CCNc1nc(-c2cccc(OC)c2O)nc2ccccc12 | i | i | i | i | -6 | i | i | 5 | 4 | i | i
CCOC(=O)c1c(-c2ccc(-c3ccccc3)cc2)csc1NC(=O)CCN1CCOCC1 | i | i | i | i | -7 | i | i | 10 | -2 | i | i
COc1ccc(N2CCN(C(CNS(=O)(=O)c3cccs3)c3cccnc3)CC2)cc1 (configuration not stated) | i | i | i | i | -6 | i | i | -2 | 1 | i | i
CCc1ccc(N(C(=O)c2csnn2)C(C(=O)NC2CCCC2)c2cccnc2)cc1 (configuration not stated) | i | i | i | i | -6 | i | i | 11 | 0 | i | i
CC1CN(Cc2ccccc2)c2nc3c(c(=O)[nH]c(=O)n3C)n2C1 (configuration not stated) | i | i | i | i | -7 | i | i | -34 | 2 | i | i
CC1=CC(C)(C)N(C(=O)CN2C(=O)CCC2=O)c2ccccc21 | i | i | i | i | 0 | i | i | -2 | 2 | i | i
CC(/C=C/c1ccccc1)=N/NC(=O)CNC(=O)c1ccc2c(c1)OCO2 | i | i | i | i | -6 | i | i | 10 | -2 | i | i
CCCc1nc2sc3c(c2c(=O)n1NC(=O)CCC(=O)OC)CCCC3 | i | i | i | i | -7 | i | i | ? | -6 | i | i
CCOC(=O)c1[nH]c(C)c(CN(Cc2ccco2)C(=O)C(F)(F)F)c1C | i | i | i | i | -9 | i | i | 3 | 9 | i | i
O=C(CCc1nc2ccccc2c(=O)[nH]1)OCC(=O)N1CCc2ccccc21 | i | i | i | i | -16 | i | i | 1 | -5 | i | i
O=C(NNC(=O)c1ccc(F)cc1)c1ccncc1 | i | i | i | i | -4 | i | i | -1 | nt | i | i
COc1ccc(C(=O)n2c(SC)nc3cc4c(cc32)OCCO4)cc1 | i | i | i | i | -7 | i | i | 12 | 3 | i | i
Cc1cccc(C(=O)OC(C)C(=O)Nc2ccc(S(=O)(=O)N3CCCC3)cc2)c1O (configuration not stated) | i | i | i | 10* | -18 | i | i | 1 | nt | i | i
COC(=O)c1ccc(S(=O)(=O)NCc2ccco2)o1 | i | i | i | i | -10 | i | i | 1 | -3 | i | i
COC(=O)CCC(=O)N(C)CC1CCCN(CCc2cccc(C(F)(F)F)c2)C1 (configuration not stated) | i | i | i | i | -10 | i | i | -6 | 2 | i | i
COc1ccc(-c2coc3cc(OC)cc(OC)c3c2=O)cc1 | i | i | i | i | -8 | i | i | -1 | 4 | i | i
O=C1[C@H]2[C@@H](/C=C/c3ccccc3)N3C(=O)CN(CC4CC4)C(=O)[C@@]3(Cc3ccccc3)[C@H]2C(=O)N1c1ccccc1 | i | i | i | i | -2 | i | i | 0 | 7 | i | i
COCCNC(=O)c1ccc(Cl)c(Cl)c1 | i | i | i | i | -9 | i | i | 1 | -1 | i | i
CN(C)S(=O)(=O)c1ccc(Cl)c(NC(=O)c2ccncc2)c1 | i | i | i | i | -4 | i | i | -4 | -2 | i | i
O=[N+]([O-])c1cccc(-c2ccc(/C=N/Nc3nc(N4CCCCC4)nc(N4CCCCC4)n3)o2)c1 | i | i | i | 7* | -16 | i | i | 2 | -6 | i | i
O=C(Cc1ccc(Cl)cc1)NCC(=O)N1CCCCC1 | i | i | i | i | -14 | i | i | 10 | 1 | i | i
CC(C)Oc1ccc(C(=O)N(Cc2ccco2)C2CCS(=O)(=O)C2)cc1 (configuration not stated) | i | i | i | i | 1 | i | i | 4 | 8 | i | i
CC(C)C(CO)NC(=O)CC(=O)NC(CO)C(C)C (configuration not stated) | i | i | i | i | -12 | i | i | 10 | -6 | i | i
Cc1cc(C)c(NS(=O)(=O)c2ccc(NC(=O)CCC(=O)O)cc2)c(C)c1 | i | i | i | i | -9 | i | i | 5 | -2 | i | i
O=C(N/N=C/c1cc(Br)cs1)c1c[nH]c2ccccc12 | i | i | i | i | -10 | i | i | 3 | 15 | i | i
O=S1(=O)CCOCCCN1Cc1cccc(F)c1 | i | i | i | i | -7 | i | i | 0 | 3 | i | i
CCOC(=O)C(C)Sc1ccc2nnc(CCNS(=O)(=O)c3ccccc3)n2n1 (configuration not stated) | i | i | i | i | -5 | i | i | -16 | -4 | i | i
Cc1cccc(S(=O)(=O)NNC(=O)c2sc(C)nc2C)c1 | i | i | i | i | 0 | i | i | -2 | -4 | i | i
CCN(CC)CCNS(=O)(=O)c1ccc2c3c(cccc13)C(=O)N2 | i | i | i | i | -8 | i | i | 0 | 2 | i | i

Entries of single compounds, looked up by structure.
Cc1noc(-c2ccc(C(F)(F)F)cc2)c1NC(=O)Nc1ccc(Cl)cc1 in the list: KCNK3 block: i; TRPC4 act: i; TRPC4 inh: i; KCNQ1 inh: i; hERG protect: -12; PolyA inh: i; KCNQ1 pot: i; Platelet DG rel: -10; Dyrk1A ADPGlo: nt; TRPC4 PAM: i; KCNK9 block: i
CCOC(=O)c1c(-c2ccc(-c3ccccc3)cc2)csc1NC(=O)CCN1CCOCC1 in the list: KCNK3 block: i; TRPC4 act: i; TRPC4 inh: i; KCNQ1 inh: i; hERG protect: -7; PolyA inh: i; KCNQ1 pot: i; Platelet DG rel: 10; Dyrk1A ADPGlo: -2; TRPC4 PAM: i; KCNK9 block: i

An excerpt; count on the stated rates, not on these rows.
